OX1R antag-1: blocks the human orexin 1 receptor | AID 485270 | O43613 | inhibition, % at 6.6 µM | actives 1.8% (n = 330,000) | OX1R-expressing cells, FRET antagonist read-out; in the data active means inhibition mostly above about 38%, no sharp cut-off; inactive means mostly below about 40%;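 further: 0% = agonist challenge alone and 100% = reference antagonist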
Target sequence (O43613 whole entry, looked up): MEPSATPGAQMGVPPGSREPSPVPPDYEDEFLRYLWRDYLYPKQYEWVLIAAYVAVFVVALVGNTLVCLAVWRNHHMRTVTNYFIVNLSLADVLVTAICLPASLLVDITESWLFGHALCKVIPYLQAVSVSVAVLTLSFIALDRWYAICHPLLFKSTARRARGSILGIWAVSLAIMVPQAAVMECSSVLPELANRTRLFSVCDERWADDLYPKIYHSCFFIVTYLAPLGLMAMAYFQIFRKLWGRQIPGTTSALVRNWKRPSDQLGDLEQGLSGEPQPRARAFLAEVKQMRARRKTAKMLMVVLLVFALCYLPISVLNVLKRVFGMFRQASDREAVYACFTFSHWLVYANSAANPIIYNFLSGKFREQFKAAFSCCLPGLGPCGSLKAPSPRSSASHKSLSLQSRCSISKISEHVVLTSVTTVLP
OX1R antag-2: antagonists of human orexin 1 receptor; O43613; CHO/OX1R cells, Fluo-8 calcium fluorescence, orexin A; inhibition, % at 5 µM; actives 0.43% (n = 330,000); AID 434989;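 active means inhibition above its plate's threshold, mean inhibition of all tested compounds on the plate plus 3 SD, cut at about 37% in these data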;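 further: 0% = orexin A challenge wells and 100% = SB-334867-A antagonist wells; not every result past the cut was called active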
STK33 kinase inh: human STK33 kinase inhibition. inhibition, % at 10 µM. purified STK33, MBP phosphorylation, ADP-Glo luminescence. actives 0.073% (n = 320,000). Q9BYT3;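 active means inhibition at or above 25%, using the most active replicate where run in duplicate; inactive means inhibition below 25%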
Target sequence (Q9BYT3 whole entry, looked up): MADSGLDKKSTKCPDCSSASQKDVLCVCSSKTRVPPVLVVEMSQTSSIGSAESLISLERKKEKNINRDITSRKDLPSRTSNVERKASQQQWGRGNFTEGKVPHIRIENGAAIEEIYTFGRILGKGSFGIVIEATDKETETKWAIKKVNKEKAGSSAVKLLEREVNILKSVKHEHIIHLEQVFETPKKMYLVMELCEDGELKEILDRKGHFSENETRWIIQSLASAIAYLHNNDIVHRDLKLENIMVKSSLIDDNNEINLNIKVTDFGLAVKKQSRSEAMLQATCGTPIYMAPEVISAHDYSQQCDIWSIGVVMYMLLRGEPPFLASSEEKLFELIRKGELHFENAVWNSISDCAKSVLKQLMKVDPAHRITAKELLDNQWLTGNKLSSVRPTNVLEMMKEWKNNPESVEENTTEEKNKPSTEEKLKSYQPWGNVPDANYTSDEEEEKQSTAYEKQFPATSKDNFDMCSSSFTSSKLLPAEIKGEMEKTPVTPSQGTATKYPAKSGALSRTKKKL
* marks the source's active call; other numbers are inactive results; x = no result given.

Start of the data: the first 3 records as a preview:
Compound	OX1R antag-1	OX1R antag-2	STK33 kinase inh
CCOC(=O)C(C)n1cnc2scc(-c3ccc(C)c(C)c3)c2c1=O (configuration not stated)	13	-39	-1.4
CC(C)[C@@H](NC(=O)OC(C)(C)C)C(=O)NCC1CCC(C(=O)N[C@@H](Cc2ccccc2)C(=O)O)CC1 (some centres not stated)	0	-8	-1.4
COc1ccc(C2(c3ccc(OC)cc3)NC(=O)N(CC(=O)Nc3ccc(C(N)=O)cc3)C2=O)cc1	12	-8	-3.6

Results, from the start:
Compound	OX1R antag-1	OX1R antag-2	STK33 kinase inh
CCOC(=O)C(C)n1cnc2scc(-c3ccc(C)c(C)c3)c2c1=O (configuration not stated)	13	-39	-1.4
CC(C)[C@@H](NC(=O)OC(C)(C)C)C(=O)NCC1CCC(C(=O)N[C@@H](Cc2ccccc2)C(=O)O)CC1 (some centres not stated)	0	-8	-1.4
COc1ccc(C2(c3ccc(OC)cc3)NC(=O)N(CC(=O)Nc3ccc(C(N)=O)cc3)C2=O)cc1	12	-8	-3.6
O=C1CCCc2ccccc2N1Cc1ccc(F)cc1	3	-2	-1.1
O=C(COC(=O)CC1CC2CCC1C2)Nc1ccccc1[N+](=O)[O-] (configuration not stated)	24	-24	-0.7
Cc1cc(C)c2sc(N(CCN(C)C)C(=O)c3cc(Cl)sc3Cl)nc2c1	12	-6	-0.4
COc1cc(C)c(C)cc1S(=O)(=O)N1CCN(Cc2ccc3c(c2)OCO3)CC1	19	-23	-0.3
CCN(C(=O)COc1ccccc1C(=O)NCc1ccccc1)C1CCS(=O)(=O)C1 (configuration not stated)	6	-27	1.5
Cc1cccc(C(C)C)c1NC(=O)c1ccc(CN(c2ccccc2)S(=O)(=O)c2ccccc2)cc1	19	-4	-0.8
COc1ccc2c(c1OC)C(=O)OC2Nc1nc(-c2cccc([N+](=O)[O-])c2)cs1 (configuration not stated)	13	-11	0.4
Cc1cccc(OCCC(=O)NCC(=O)Nc2c(C)cccc2C)c1	28	-12	-0.8
Cn1nc([N+](=O)[O-])nc1Oc1ccccc1	24	-10	x
CC(C)c1nc(Cl)c(C#N)c2c1CCCC2	9	-22	x
CCOc1cc(/C=N/NC(=O)c2c(-c3ccccc3)noc2C)ccc1O	25	-9	0.8
O=C1COc2ccc(S(=O)(=O)N3CCN(c4cccc(C(F)(F)F)c4)CC3)cc2N1	4	-3	-0.1
Cc1ccc(S(=O)(=O)N2CCN(C)CC2)cc1C(=O)NC1CCCCC1	21	-7	-1.2
Cc1onc(-c2ccccc2)c1C(=O)NC(=S)NNC(=O)c1ccc(O)cc1O	-8	-17	2.5
CC(=O)NC(Cc1ccc(F)cc1)C(=O)NC1CCN(S(=O)(=O)c2ccccc2)CC1 (configuration not stated)	10	-7	2.2
CCc1noc(C)c1C(=O)OC(C)C(=O)NCc1ccc(OC)cc1 (configuration not stated)	8	0	-3.4
Cc1ccc(SCC(=O)Nc2nnc(C(C)(C)C)s2)cc1	-7	-28	0.7

Not a retest: an excerpt of the list.
Compound	OX1R antag-1	OX1R antag-2	STK33 kinase inh
CCOC(=O)C(C)n1cnc2scc(-c3ccc(C)c(C)c3)c2c1=O (configuration not stated)	13	-39	-1.4
CC(C)[C@@H](NC(=O)OC(C)(C)C)C(=O)NCC1CCC(C(=O)N[C@@H](Cc2ccccc2)C(=O)O)CC1 (some centres not stated)	0	-8	-1.4
COc1ccc(C2(c3ccc(OC)cc3)NC(=O)N(CC(=O)Nc3ccc(C(N)=O)cc3)C2=O)cc1	12	-8	-3.6
O=C1CCCc2ccccc2N1Cc1ccc(F)cc1	3	-2	-1.1
O=C(COC(=O)CC1CC2CCC1C2)Nc1ccccc1[N+](=O)[O-] (configuration not stated)	24	-24	-0.7
Cc1cc(C)c2sc(N(CCN(C)C)C(=O)c3cc(Cl)sc3Cl)nc2c1	12	-6	-0.4
COc1cc(C)c(C)cc1S(=O)(=O)N1CCN(Cc2ccc3c(c2)OCO3)CC1	19	-23	-0.3
CCN(C(=O)COc1ccccc1C(=O)NCc1ccccc1)C1CCS(=O)(=O)C1 (configuration not stated)	6	-27	1.5
Cc1cccc(C(C)C)c1NC(=O)c1ccc(CN(c2ccccc2)S(=O)(=O)c2ccccc2)cc1	19	-4	-0.8
COc1ccc2c(c1OC)C(=O)OC2Nc1nc(-c2cccc([N+](=O)[O-])c2)cs1 (configuration not stated)	13	-11	0.4
Cc1cccc(OCCC(=O)NCC(=O)Nc2c(C)cccc2C)c1	28	-12	-0.8
Cn1nc([N+](=O)[O-])nc1Oc1ccccc1	24	-10	x
CC(C)c1nc(Cl)c(C#N)c2c1CCCC2	9	-22	x
CCOc1cc(/C=N/NC(=O)c2c(-c3ccccc3)noc2C)ccc1O	25	-9	0.8
O=C1COc2ccc(S(=O)(=O)N3CCN(c4cccc(C(F)(F)F)c4)CC3)cc2N1	4	-3	-0.1
Cc1ccc(S(=O)(=O)N2CCN(C)CC2)cc1C(=O)NC1CCCCC1	21	-7	-1.2
Cc1onc(-c2ccccc2)c1C(=O)NC(=S)NNC(=O)c1ccc(O)cc1O	-8	-17	2.5

The results go on:
Compound	OX1R antag-1	OX1R antag-2	STK33 kinase inh
O=c1[nH]c2ccccc2nc1-c1cccs1	35	-13	-1.5
COc1ccccc1N1CCN(C(c2ccccc2Cl)c2nnnn2C(C)(C)C)CC1 (configuration not stated)	10	-24	-0.8
CCc1ccc(NC(=O)/C(C#N)=C/c2cn(CC(=O)O)c3ccccc23)cc1	14	0	-1.9
COc1cc(OC)cc(C(=O)NC(C(=O)NCCN(C)C)C23CC4CC(CC(C4)C2)C3)c1 (configuration not stated)	9	-29	-0.1
Cn1c(=O)c2cn(-c3cccc4ccccc34)cc2n(C)c1=O	41	-21	-0.2
Cc1ccsc1/C=N/Nc1nc(Cl)c(Cl)cc1Cl	22	-2	-3.0
Cc1cc(C)c(C#N)c(SCC(=O)NC2CC2)n1	13	9	0.0
O=C(OCc1cc(=O)n2c(n1)sc1ccccc12)c1ccc(O)cc1O	63*	-2	-0.7
COC(=O)Cn1cnc2c(cnn2-c2ccc(C)cc2)c1=O	7	-9	0.8
COc1ccccc1NC(=O)CSCc1cc(=O)n2c(C)csc2n1	16	-27	-1.2
COc1cc(OC)cc(-c2nnc(SCC(=O)N3CCOCC3)o2)c1	19	-6	-1.4
CCOC(=O)C1(Cc2ccccc2)CCCN(S(=O)(=O)N(C)C)C1 (configuration not stated)	9	-21	-0.9
CC1CCC(NC(=O)c2ccc(N3CCCC3=O)cc2)CC1 (configuration not stated)	6	-8	0.3
CCC(=O)N1CCNC(=O)C1CC(=O)Nc1ccc(C)c(Cl)c1 (configuration not stated)	5	-4	-0.5
c1ccc2c3n(nc2c1)CCCO3	-2	3	-1.3
O=C(Nc1nnc(Cc2ccc([N+](=O)[O-])cc2)s1)c1ccc2c(c1)OCO2	3	-3	-0.1
O=C(NCCc1ccccc1)c1ccc(NC2=NC3CS(=O)(=O)CC3S2)cc1 (configuration not stated)	4	-7	-2.3
Cc1nc2c(C#N)c(-c3ccc(Cl)cc3)ccn2n1	54	1	-0.1
CC(=C\c1ccccc1)/C=C1/SC(=O)N(CCCC(=O)Nc2ccc(C(=O)O)cc2)C1=O	10	-5	-0.8
COc1ccc(CCNC(=O)C2CCN(C(=O)c3ccc(Br)cc3)CC2)cc1OC	6	-34	x
Cn1ncc(Cl)c1C(=O)N1CCN(c2ccc(F)cc2)CC1	23	2	0.2
Cc1ccc(C(=O)NC(Cc2cccc(F)c2)C(=O)O)cc1 (configuration not stated)	12	0	x
Cc1[nH]c2ccc(C(=O)Nc3ccncc3)cc2c1C	-5	-9	6.8
NC(=O)CSc1nnc(NC(=O)c2cccc(S(=O)(=O)N3CCCCC3)c2)s1	23	-6	-0.9
O=[N+]([O-])c1cc(O)c2ncccc2c1	17	6	-1.8
COC(=O)c1cc(S(=O)(=O)N2CCN(c3ccccc3OC)CC2)cn1C	8	-29	-0.3
CC(=O)c1cc2c(cc1NC(=O)CN1CCCCCCC1)OCO2	19	-20	-0.3
O=C(OCCN1CCOCC1)c1ccc(Cl)cc1Cl	7	-16	0.0
Cc1nnc(SCC(=O)Nc2ccc3c(c2)OCCO3)n1N	19	-20	3.2
Cc1ccc(C(=O)N2CCCC2)cc1S(=O)(=O)Nc1cccc(C)c1C	18	-10	-0.6
CCSc1nnc(NC(=O)c2c(-c3ccccc3Cl)noc2C)s1	32	-32	-1.1
CN1CCCN(C(=O)CSc2ccccc2)CC1	8	-5	-0.5
O=C(Nc1nnc(SCc2ccc(Cl)cc2)s1)c1cnccn1	5	-14	-0.5
O=C(NCCC(c1ccccc1)c1ccco1)c1cccs1 (configuration not stated)	6	-16	-1.1
Cc1nc2ccccc2nc1OCC(=O)Nc1ccccc1	10	-15	0.5
NC(=O)NNC(=S)Nc1cccc2ccccc12	36	-4	-0.8
CCCCOC(=O)/C(=C\c1ccc([N+](=O)[O-])o1)NC(=O)c1ccccc1	39	-27	-0.4
CC(=O)N1N=C(c2ccc([N+](=O)[O-])cc2)CC1c1ccccc1Cl (configuration not stated)	23	-23	1.4
CCOc1ccc(NS(=O)(=O)c2ccc(C(=O)N3CC(C)OC(C)C3)cc2)cc1 (configuration not stated)	0	73*	7.0
COc1ccc(F)cc1C(=O)C1CCCN(Cc2c[nH]c3ccccc23)C1 (configuration not stated)	-1	-11	-0.1
CC(=O)c1ccc(N2CCN(C(=O)c3ccc(Cn4c(=S)[nH]c5ccc(N6CCOCC6)cc5c4=O)cc3)CC2)cc1	13	-16	0.1
O=S(=O)(NCC(c1ccco1)N1CCN(c2ccc(F)cc2)CC1)c1ccc2c(c1)OCCO2 (configuration not stated)	8	-2	-0.9
CCN(CC(=O)Nc1ccccc1C(F)(F)F)C(=O)C1CCC1	11	-21	0.1
C=C(C)COc1ccc(-c2ncnc(C(F)(F)F)c2-c2ccccc2)c(O)c1	7	-15	-2.1
Cc1cc(S(=O)(=O)Nc2cccc(O)c2)c(C)s1	24	-23	-0.5
CCOC(=O)CC1ON(C)C(=O)N1c1ccc(Cl)cc1Cl (configuration not stated)	22	-21	x
Cc1nc2ccccn2c1C(=O)N/N=C/c1ccc(F)cc1	16	-24	-0.7
COC(=O)C1=C(C(=O)OC)[C@@H]2N(Cc3ccccc3)c3ccccc3[C@@]23C[C@@H](C(=O)OC)N=C3N1	15	-35	0.6
C=CCN(C)NC(=S)Nc1ccccc1	2	0	1.2
CCCCN(C)CCCN1C(=O)C2C(C(=O)Nc3cccc(OC)c3)C3C=CC2(O3)C1C(=O)NC1CCCCC1C (configuration not stated)	-3	-18	-0.6
COc1ccc(CC(=S)N2CCOCC2)cc1	17	-9	-1.0
O=c1onc(-c2cccs2)n1Cc1ccccc1	6	-2	-0.9
C=CCOc1ccc(/C=C2/C(=N)N3N=C(CC(=O)N4CCCC4)SC3=NC2=O)cc1OC	23	-2	-0.3
CCn1nc(C(=O)O)c(=O)c2cc3c(cc21)OCO3	36	8	0.0
Nc1cc(C(=O)N/N=C/c2cccc([N+](=O)[O-])c2)n[nH]c1=O	52*	-8	-0.1
Cc1ccc(NC(=O)CN(C)Cc2ccc(F)cc2)c([N+](=O)[O-])c1	28	-45	x
CCc1ccc2nc(NC(=O)Cn3cnc4ccccc4c3=O)sc2c1	7	8	-0.9
O=C(Nc1ccccc1)O/N=C1/CCCc2occc21	1	-2	-0.4
CC(=O)NC1(C(F)(F)F)C(=O)Nc2c1c(=O)[nH]c(=O)n2-c1ccccc1 (configuration not stated)	5	-14	-2.1
Cc1cc(C(F)(F)F)nc(NCc2ccc(F)cc2)n1	7	-22	-3.2

(further entries)
Compound	OX1R antag-1	OX1R antag-2	STK33 kinase inh
Cc1ccccc1-n1c(SCC(=O)N2CCOCC2)nc(O)cc1=O	11	-12	0.0
Cc1cc(C)nc(-n2nc(C)c(Sc3ccc(F)cc3)c2N)n1	-18	-43	-2.0
N/C(=N\OC(=O)c1ccccc1Br)c1cccc([N+](=O)[O-])c1	-4	-10	0.0
CC(=O)NCCn1c(SCc2ccccc2C)nc2ccccc2c1=O	16	-31	-1.4

From PubChem BioAssay

Not a hit list. About 2.2% of those tested had a hit in this group.
